Screens deposited in PubChem BioAssay by several laboratories.
Yeast life ext: extends the lifespan of yeast. S. cerevisiae growth with nicotinamide, OD615; deaD strain in restrictive glucose medium. inhibition of the nicotinamide effect, % at 10 µM. 0.68% of 130,000 active. AID 775;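 active = inhibition above a set limit, placed 3 SD over the median of all compounds, cut at about 26% in these data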;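 note: 0% = nicotinamide-treated wells and 100% = cells grown without nicotinamide; some compounds called inactive have numbers as strong as hits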
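assay system = DeaD-strain S. cerevisiae | measured by = absorbance at 615 nm | probe or stimulus = nicotinamide 1.5 mM | buffer or medium = CSMM-D glucose medium, restrictive | times = 48 h at 30 °C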
E-sel TNF inh: TNF alpha driven E-selectin expression inhibition; HUVEC TNFa-induced E-selectin immunofluorescence, high content; inhibition, % at 2 µM; 0.71% of 120,000 active;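 active = inhibition above the batch mean plus 3 SD, and confirmed as a hit on visual image review, cut at about 43% in these data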;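 note: 0% = TNF-stimulated DMSO wells and 100% = unstimulated control wells; not every result past the cut was called active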
Phagocytosis inh: inhibitors of macrophage phagocytosis | J774A.1 macrophage IgG-bead phagocytosis, imaging | inhibition, % at 5 µM | 0.07% of 110,000 active | AID 1029;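 active = inhibition above the mean of the plate negative controls plus 5 SD, cut at about 13% in these data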;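 note: phagocytic index as fraction of beads internalized from green versus red external bead signal; plate controls were DMSO negative control for no effect and cytochalasin-D positive control for full effect; some results beyond the cut were filed as inactive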
Measles CPE: protection of cells from measles virus; 1.5% of 140,000 active; AID 841; Measles virus-infected cells, CPE protection, absorbance; protection (pct of control), % at 4 µM; in the data active = protection mostly above about 24%, no sharp cut-off; inactive = mostly below about 26%; note: some compounds called inactive have numbers as strong as hits
GALR2 antag: antagonists of human galanin receptor 2 (GALR2) | AID 828 | O43603 | GALR2-expressing cells, antagonist mode | 0.39% of 140,000 active | inhibition, % at 4 µM; in the data active = inhibition above about 27%;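 note: cells stimulated with galanin 1-16 at roughly its EC80; 0% = agonist challenge control and 100% = basal control without agonist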
Target sequence (O43603 whole entry, looked up): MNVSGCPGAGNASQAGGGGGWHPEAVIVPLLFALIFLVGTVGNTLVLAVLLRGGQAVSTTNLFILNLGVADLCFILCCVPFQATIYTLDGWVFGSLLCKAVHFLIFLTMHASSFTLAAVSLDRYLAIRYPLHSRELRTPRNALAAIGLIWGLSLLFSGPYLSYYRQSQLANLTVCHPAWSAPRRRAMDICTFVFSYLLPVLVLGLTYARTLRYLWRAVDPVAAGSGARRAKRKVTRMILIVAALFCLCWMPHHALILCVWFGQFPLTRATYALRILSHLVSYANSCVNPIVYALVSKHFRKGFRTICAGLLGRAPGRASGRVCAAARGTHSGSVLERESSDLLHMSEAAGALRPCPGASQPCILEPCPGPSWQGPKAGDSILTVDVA
NPY-Y2 antag: antagonists of human neuropeptide Y receptor Y2; P49146; NPY-Y2 expressing cells, antagonist mode; inhibition, % at 2.7 µM; 0.99% of 140,000 active; in the data active = inhibition above about 17%;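 note: 0% = vehicle with agonist challenge and 100% = reference antagonist with challenge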
Target sequence (P49146 whole entry, looked up): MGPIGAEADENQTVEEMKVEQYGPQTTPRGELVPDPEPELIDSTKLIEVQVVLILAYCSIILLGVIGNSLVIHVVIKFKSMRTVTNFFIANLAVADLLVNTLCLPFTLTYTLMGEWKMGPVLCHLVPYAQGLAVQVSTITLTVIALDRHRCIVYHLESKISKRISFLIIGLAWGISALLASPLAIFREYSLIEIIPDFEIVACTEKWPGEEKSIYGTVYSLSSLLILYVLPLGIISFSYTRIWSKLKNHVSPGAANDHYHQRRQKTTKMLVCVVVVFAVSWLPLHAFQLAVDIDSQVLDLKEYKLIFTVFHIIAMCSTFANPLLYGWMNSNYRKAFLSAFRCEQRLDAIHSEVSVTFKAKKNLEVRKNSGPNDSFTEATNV
MRP-1 activ: activates MRP-1 | 0.61% of 140,000 active | H69AR cells + doxorubicin, viability rescue, CellTiter-Glo | viability increase, % at 10 µM | AID 799;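 active = viability gain under doxorubicin at or above a set limit, the compound median plus 3 SD, cut at about 4.7% in these data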;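 note: MRP-1 overexpressing cells given doxorubicin 25 µM after compound pretreatment; 18-22 h compound pretreatment then 72 h with doxorubicin before readout; 0% = doxorubicin-only wells and 100% = vehicle-treated cells without doxorubicin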
HCT116 bCat-KO: beta-catenin-lacking colon tumor cell growth suppression. 1.5% of 140,000 active. viability, % at 10 µM. HCT116 beta-catenin knockout viability, CellTiter-Glo, 60 h; hits give low values. AID 818;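 active = viability at or under a set limit, the compound median less 4 SD, cut at about 6% in these data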;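 note: 0% = Hyamine 1622 control at 20 µM and 100% = untreated cell control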
PTEN del growth: growth suppressors of cells with PTEN tumor suppressor deletion | HCT116 PTEN-null viability, CellTiter-Glo, 60 h; hits give low values | viability, % at 10 µM | 1.2% of 140,000 active;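 active = viability at or below a set limit, 4 SD under the median of all tested compounds, cut at about 3.7% in these data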;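 note: PTEN knockout HCT116 line with beta catenin targeted HCT116 as companion control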
Yeast growth inh: yeast BB579 growth reduction in restrictive medium | 0.51% of 140,000 active | S. cerevisiae BB579 growth, OD615, 48 h | inhibition, % at 10 µM;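 active = inhibition above a set limit, 3 SD over the mean compound inhibition, cut at about 44% in these data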; note: inactives centre near -24
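Test system: DeaD yeast strain BB579 / Buffer or medium: restrictive glucose-based CSMM-D medium / Doses: single 10 µM dose / Schedule: 4 h cell preincubation, 48 h compound exposure, 30 °C humidified / Technique: culture absorbance at 615 nm / Controls: amphotericin B positive control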
The depositor's hits bear a star; nt = no result given.

item	molecule	Yeast life ext	E-sel TNF inh	Phagocytosis inh	Measles CPE	GALR2 antag	NPY-Y2 antag	MRP-1 activ	HCT116 bCat-KO	PTEN del growth	Yeast growth inh
1	COCCN=c1scc(-c2cc(OC)c(OC)c(OC)c2)n1/N=C/c1c(C)[nH]c2ccccc12	0	nt	-10	4	-5	-6	-4.6	61	49	-62
2	CSC1=C(C#N)C(c2ccccc2Cl)C(C(=O)c2cccs2)C(O)(C(F)(F)F)N1 (stereo not given)	7	4	nt	11	-1	4	-1.4	101	106	-32
3	Cc1ccc(C(NC(=O)c2ccccc2)C(Cl)Cl)cc1 (stereo not given)	-1	nt	-7	6	3	4	-1.1	88	86	-26
4	CCCC(=O)c1ccc(N2CCN(C(=O)OCC)CC2)c(F)c1	-21	-9	1	41	-5	1	-1.2	104	108	0
5	Cc1ccc(NCC(=O)N/N=C/c2ccc(-c3cccc(C(F)(F)F)c3)o2)cc1	-7	29	-6	12	-1	-2	-3.0	97	84	-39
6	CC1CCN(S(=O)(=O)c2cc(C(=O)N3CCN(c4ncccn4)CC3)ccc2Br)CC1	3	16	-11	19	-6	6	-2.8	59	55	-25
7	Cc1cccc(Nc2nc(N3CCCC3)nc(N3CCCC3)n2)c1	-14	-31	-1	27	-2	2	-1.4	56	59	-55
8	COc1ccc(/C(=N\O)c2ncc(C(F)(F)F)cc2Cl)cc1	-15	0	-1	19	-6	1	-5.0	79	73	-30
9	CC1=CC(C)(C)N(C(=O)CSc2nnc(N)s2)c2c(C)cc(C)cc21	-25	-64	nt	7	10	2	-3.5	88	88	-49
10	Cc1csc(SCC(=O)NCCc2ccc(Cl)cc2Cl)n1	-6	nt	25	10	-5	5	1.7	95	91	-33
11	O=C(CSc1c(Cl)cccc1Cl)N1CCC(c2nc3ccccc3s2)CC1	-2	18	nt	5	4	9	-1.8	64	68	-59
12	CN(C)S(=O)(=O)c1ccc(C(=O)OCC(=O)NC(=O)NCc2ccccc2)cc1	-6	-55	0	18	6	0	-1.5	55	83	-58
13	Cc1ccc(CNC(=O)c2nnn(-c3cccc(C)c3)c2N)cc1	-11	-2	nt	11	-4	3	2.9	99	92	-9
14	COC(=O)NNC(=O)COc1ccc(Br)c(C)c1	-5	-9	-1	18	8	-1	-2.5	83	101	-44
15	N#Cc1ccc(Cl)cc1NC(=O)COC(=O)c1ccc(S(=O)(=O)N2CCCC2)cc1	-14	-11	-1	6	2	5	-1.9	97	93	-18
16	O=C(Nc1ccccn1)NC1CCS(=O)(=O)C1 (stereo not given)	-13	nt	0	2	1	2	0.9	83	91	-5
17	CC(=O)NCCC(=O)Nc1ccc(F)cc1C	-20	-28	-2	4	1	-2	-1.9	104	94	-25
18	O=C(Nc1c2c(nn1-c1ccc(Cl)cc1)CS(=O)(=O)C2)c1ccc2c(c1)OCO2	-5	nt	-1	9	1	3	-3.2	87	86	-2
19	O=C(O)CCc1n[nH]c(=S)[nH]c1=O	12	nt	0	4	8	1	-0.9	105	102	-1
20	CC1CCCC(C)N1/N=C/c1ccc(Cl)cc1 (stereo not given)	4	13	0	35	-12	2	0.6	72	88	-21
21	COc1ccc(OC)c(NC(=O)c2cc(S(=O)(=O)NCc3ccco3)ccc2F)c1	-1	nt	1	14	4	0	-1.4	93	96	-44
22	COCCNC(=O)CN(c1ccc(OC)c(OC)c1)S(=O)(=O)c1ccc(C)cc1	-2	-22	nt	2	8	-1	0.0	94	91	-14
23	CCOc1ccccc1Oc1ccc(C(F)(F)F)cn1	-15	-1	0	15	2	1	0.3	100	100	3
24	CCN(c1ccc(NS(=O)(=O)c2cc(Cl)ccc2Cl)cc1)C(C)C	8	nt	nt	3	3	0	0.4	84	80	-20
25	S=c1[nH]nc(-c2ccc(Br)cc2)n1Cc1ccco1	-19	nt	0	2	1	4	-1.5	104	104	-55
26	CN1CC(c2ccc(Cl)c(Cl)c2)[C@@]2(COc3ccccc3C2=O)[C@@]12C(=O)Nc1ccccc12 (stereo not given in full)	2	nt	-1	16	19	1	-5.6	4.7*	2.9*	-44
27	O=C(Nc1nnc(SCc2ccccc2Cl)s1)c1cccc([N+](=O)[O-])c1	-1	-37	-4	14	7	4	0.2	85	83	-51
28	COc1ccc(/C=N/Nc2cc(C)nc(-n3nc(C)cc3C)n2)c(OC)c1	-10	-4	-5	7	-12	-3	-5.2	2.6*	2.4*	-22
29	Fc1ccc(-c2n[nH]c(=S)n2/N=C/c2c[nH]c3ccccc23)cc1	3	61*	-10	6	-3	3	-0.7	94	86	-38
30	O=C(CSCc1ccccc1Cl)NN1C(=O)c2ccccc2C1=O	-1	-74	0	4	0	8	-1.7	100	99	-32

Entries listed above that bear a hit mark in E-sel TNF inh:
| cpd | SMILES | Yeast life ext | E-sel TNF inh | Phagocytosis inh | Measles CPE | GALR2 antag | NPY-Y2 antag | Yeast growth inh |
| --- | --- | --- | --- | --- | --- | --- | --- | --- |
| 29 | Fc1ccc(-c2n[nH]c(=S)n2/N=C/c2c[nH]c3ccccc23)cc1 | 3 | 61* | -10 | 6 | -3 | 3 | -38 |

Later entries
item	molecule	Yeast life ext	E-sel TNF inh	Phagocytosis inh	Measles CPE	GALR2 antag	NPY-Y2 antag	MRP-1 activ	HCT116 bCat-KO	PTEN del growth	Yeast growth inh
31	CCOc1ccc(NC(=O)CSc2nnc(-c3ccoc3C)n2CC2CCCO2)cc1 (stereo not given)	nt	-3	nt	6	1	4	-0.9	101	99	-11
32	CCOC(=O)c1c(N)nn(C(=O)C(C)(C)C)c1-c1ccccc1	-12	32	2	7	-9	1	-0.9	101	88	-46
33	Cc1c(C(=O)N/N=C/c2ccc(O)cc2)sc(=S)n1C	5	nt	-2	15	7	-2	2.2	89	104	-40
34	O=C(CSc1nnc(-c2ccccc2)o1)N1CCOCC1	-4	5	2	10	2	2	0.6	99	91	-38
35	COc1ccc(OC)c(NC(=O)C(CCS(C)(=O)=O)NC(C)=O)c1 (stereo not given)	nt	nt	-1	5	nt	nt	-0.5	96	94	-45
36	CCOC(=O)N1CCN(S(=O)(=O)c2ccc(F)c(C(=O)Nc3cccc(C)c3C)c2)CC1	45*	-10	nt	2	6	5	0.1	88	nt	-52
37	CCNS(=O)(=O)c1cccc(C(=O)c2c(C)cc3ccccn23)c1	0	nt	-1	5	2	5	1.7	95	97	-30
38	Cn1c(=O)[nH]c(=O)c2c1nc(SCC(O)CO)n2Cc1ccccc1Cl (stereo not given)	-7	-11	1	1	-9	0	-0.5	91	95	-45
39	CCCNC(=S)Nc1ccc(Nc2ccccc2)cc1	-21	-66	0	5	2	-2	-1.6	83	88	-13
40	CN(CC(=O)Nc1cccc(F)c1)C(=O)CCCc1cccs1	2	6	-16	27	4	2	1.1	93	97	-29
41	CCn1nc(C(=O)N2CCN(Cc3ccc4c(c3)OCO4)CC2)c2ccccc2c1=O	-1	nt	3	17	5	-1	-0.7	99	99	-61
42	Cc1ccc(Nc2nc(N)nc(CN3CCc4ccccc4C3)n2)cc1	-5	7	0	22	-2	0	-0.3	61	69	-24
43	CC1CN(S(=O)(=O)c2ccc(C(=O)Nc3sccc3C(N)=O)cc2)CC(C)O1 (stereo not given)	1	4	-5	9	-7	-1	0.9	78	81	-68
44	CCCn1c(C)cc(C(=O)COc2ncnc3sccc23)c1C	49*	8	-3	1	10	-1	-2.1	60	70	0
45	FC(F)(F)c1nc(N2CCCC2)ncc1-c1nnnn1-c1ccccc1	1	-8	nt	62*	-2	3	-0.6	58	56	10
46	C/C(=N/OCO/N=C(\C)c1ccc(F)cc1F)c1ccc(F)cc1F	0	50	-7	5	-5	3	1.0	94	107	-3
47	COc1ccc(OC)c(S(=O)(=O)N(C)CC(=O)Nc2ccccc2OC)c1	-2	5	-2	3	-4	2	-0.5	99	98	-11
48	CC1=CC(C)(C)NC(=S)N1c1ccccc1	-5	-12	0	3	2	0	-1.9	95	100	-14
49	O=C(c1cc2ccccc2oc1=O)N(Cc1cccs1)Cc1ccccc1Cl	nt	-11	nt	18	9	7	-1.6	81	88	-12
50	C=CCOc1ccc(CNn2nnnc2N)cc1	-7	1	-1	1	15	1	-0.4	88	96	-20
51	CC1(C)Cc2c(c(-c3ccco3)[nH]c(=O)c2C#N)CS1	-13	9	0	4	-2	3	-0.8	102	90	-14
52	COc1ccccc1NC(=S)NNC(=O)c1cc(C)n(C)n1	-3	-1	0	18	-6	3	-0.8	98	107	-2
53	OCCN1CCN(CC(O)COCc2ccc3c(c2)OCO3)CC1 (stereo not given)	nt	-23	nt	5	-1	5	-0.6	91	95	-36
54	CCOc1ccc(C2SCC(=O)N2c2c(C)n(C)n(-c3ccccc3)c2=O)cc1 (stereo not given)	-3	nt	0	19	15	2	-1.6	103	103	-41

Of the compounds above, these contain an aryl methoxy group.
item	molecule	Yeast life ext	E-sel TNF inh	Phagocytosis inh	Measles CPE	GALR2 antag	NPY-Y2 antag	MRP-1 activ	HCT116 bCat-KO	PTEN del growth	Yeast growth inh
1	COCCN=c1scc(-c2cc(OC)c(OC)c(OC)c2)n1/N=C/c1c(C)[nH]c2ccccc12	0	nt	-10	4	-5	-6	-4.6	61	49	-62
8	COc1ccc(/C(=N\O)c2ncc(C(F)(F)F)cc2Cl)cc1	-15	0	-1	19	-6	1	-5.0	79	73	-30
21	COc1ccc(OC)c(NC(=O)c2cc(S(=O)(=O)NCc3ccco3)ccc2F)c1	-1	nt	1	14	4	0	-1.4	93	96	-44
22	COCCNC(=O)CN(c1ccc(OC)c(OC)c1)S(=O)(=O)c1ccc(C)cc1	-2	-22	nt	2	8	-1	0.0	94	91	-14
28	COc1ccc(/C=N/Nc2cc(C)nc(-n3nc(C)cc3C)n2)c(OC)c1	-10	-4	-5	7	-12	-3	-5.2	2.6*	2.4*	-22
35	COc1ccc(OC)c(NC(=O)C(CCS(C)(=O)=O)NC(C)=O)c1 (stereo not given)	nt	nt	-1	5	nt	nt	-0.5	96	94	-45
47	COc1ccc(OC)c(S(=O)(=O)N(C)CC(=O)Nc2ccccc2OC)c1	-2	5	-2	3	-4	2	-0.5	99	98	-11
52	COc1ccccc1NC(=S)NNC(=O)c1cc(C)n(C)n1	-3	-1	0	18	-6	3	-0.8	98	107	-2

Quoted from the listing.
Result of CCCn1c(C)cc(C(=O)COc2ncnc3sccc23)c1C under MRP-1 activ: -2.1
Result of O=C(c1cc2ccccc2oc1=O)N(Cc1cccs1)Cc1ccccc1Cl under E-sel TNF inh: -11
